# eLon inh – inhibitors of E. coli Lon protease, primary screen, biochemical, fluorescence polarization; P0A9M0; inhibition, % at 7.94 µM; hit rate 0.42% among 360,000; AID 602123, 2011; purified E. coli Lon protease; in the data active = inhibition above about 13%, passing the limit was not always enough;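 note: 0% = enzyme with probe and DMSO and 100% = no enzyme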
# PABP1 MLLE inh – inhibitors of PABP1 MLLE–PAM2 peptide binding, primary screen, biochemical, fluorescence polarization, FITC-PAM2, GST-MLLE. inhibition, % at 20 µM. hit rate 0.36% among 360,000. AID 588489, 2011; in the data active = inhibition above about 35%, passing the limit was not always enough;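 note: plate controls were DMSO wells with GST-MLLE for no effect and wells lacking GST-MLLE protein for full effect; some results filed as inactive read as strong as hits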
# FAS TE block – FAS thioesterase domain inhibitors, primary screen, biochemical, fluorescence intensity, uHTS; recombinant FAS-TE, OMFH fluorogenic substrate, fluorescence endpoint; inhibition, % at 15 µM; hit rate 0.67% among 360,000;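 active = compounds whose normalised, plate-corrected inhibition of enzyme fluorescence in the single-dose primary screen is 50% or more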;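 note: 0% = DMSO with enzyme and 100% = substrate without enzyme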
# Rpn11 block – Rpn11 (PSMD14) deubiquitinase inhibitors, primary screen, biochemical, fluorescence polarization, uHTS. hit rate 0.59% among 360,000. 26S proteasome non-ATPase regulatory subunit 14 (Homo sapiens), O00487. calls only at 20 µM. human 26S proteasome, Ub4-pepOG fluorescence polarization; 20S core pre-blocked with epoxomicin. AID 588493, 2011;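 active = inhibition at 20 µM, scaled to each plate's controls, above about 33%, limit read from the data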
# Target sequence (O00487 whole entry, looked up): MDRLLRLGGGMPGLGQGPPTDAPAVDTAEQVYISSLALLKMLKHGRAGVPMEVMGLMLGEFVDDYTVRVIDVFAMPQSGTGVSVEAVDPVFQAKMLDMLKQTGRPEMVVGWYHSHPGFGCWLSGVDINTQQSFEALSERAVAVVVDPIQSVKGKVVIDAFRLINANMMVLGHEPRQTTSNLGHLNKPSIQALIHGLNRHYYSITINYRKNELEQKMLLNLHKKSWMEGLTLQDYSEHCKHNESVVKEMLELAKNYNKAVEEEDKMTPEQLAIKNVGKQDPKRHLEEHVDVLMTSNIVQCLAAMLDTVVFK
# CSN deneddyl inh – inhibitors of CSN-mediated cullin deneddylation, primary screen, biochemical, fluorescence polarization, uHTS; inhibition, % at 12.5 µM; Purified CSN, SCF-Nedd8-OG deneddylation; hit rate 0.38% among 360,000;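 active = pattern-corrected inhibition above about 35%, with an unprinted fluorescence ratio check between 0.5 and 1.5, limit read from the data, passing the limit was not always enough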;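 note: 0% = enzyme with substrate and 100% = substrate without enzyme; some results filed as inactive read as strong as hits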
# Target sequence (Q92905 whole entry, looked up, one chain of several): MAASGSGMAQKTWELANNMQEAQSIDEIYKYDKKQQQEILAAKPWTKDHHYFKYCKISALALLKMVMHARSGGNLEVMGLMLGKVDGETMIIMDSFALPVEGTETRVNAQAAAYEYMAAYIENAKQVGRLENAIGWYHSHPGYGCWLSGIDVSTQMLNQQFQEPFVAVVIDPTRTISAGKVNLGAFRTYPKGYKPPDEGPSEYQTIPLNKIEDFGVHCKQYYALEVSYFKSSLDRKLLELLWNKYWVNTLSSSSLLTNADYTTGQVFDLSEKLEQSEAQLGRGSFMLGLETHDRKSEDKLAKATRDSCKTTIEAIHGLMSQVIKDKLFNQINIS
#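 Assay system: purified human Csn5 enzyme expressed in HEK293T cells; Input: 0.24 nM Csn5 enzyme, final concentration; Reagent: 10 nM SCFSkp2-Nedd8OG; Compound dosing: 12.5 µM single point; Times: reaction 90 min, room temperature; Technique: fluorescence polarization readout.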
# MT1-MMP act inh – blockers of MT1-MMP proenzyme processing, primary screen, HT1080 RFP-PRO-GFP cells, GFP/RFP fluorescence | GFP/RFP ratio change, % at 20 µM | GFP/RFP ratio fluorescence, overnight; percent of plate control window, DMSO zero | hit rate 0.061% among 360,000;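 active = GFP/RFP ratio change of at least 30% with cell ATP level not reduced by more than half and red fluorescence within 50% of control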; note: strong numbers were not always called active
#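 Assay system: HT1080 cells carrying an RFP-PRO-GFP reporter | Dosing: Single dose of 20 µM compound, 1% DMSO final | Incubation: Cells overnight before dosing, compound overnight, 37 °C, 5% CO2 | Evaluation: GFP/RFP fluorescence ratio | Control set: DMSO and RFP-L50D-GFP cell wells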
# bovine MsrA act – bovine MsrA enzyme activators, primary screen, biochemical, absorbance, HTS | Methionine sulfoxide reductase A (Bos taurus) | purified bovine MsrA, absorbance read-out | activation, % at 10.6 µM | hit rate 0.3% among 360,000 | AID 602163, 2012; in the data active = activation above about 7.5%;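 note: 0% = vehicle and 100% = reference activator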
# Rin1-Abl PPI inh – inhibitors of Rin1-Abl protein binding, primary screen, biochemical, TR-FRET. hit rate 0.4% among 360,000. Tyrosine-protein kinase ABL1 (Homo sapiens) + Ras and Rab interactor 1 (Homo sapiens), …. inhibition, % at 7.35 µM; in the data active = inhibition above about 5%, passing the limit was not always enough
# MsrA inhibitor – bovine MsrA enzyme inhibitors, primary screen, biochemical, absorbance, HTS. hit rate 0.75% among 360,000. Methionine sulfoxide reductase A (Bos taurus). inhibition, % at 15.5 µM. purified bovine MsrA, absorbance read-out; in the data active = inhibition above about 4.5%;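 note: 0% = vehicle wells with enzyme and 100% = reference inhibitor wells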
# * hit, by the source's call; i = inactive. Random draw from the library; any-hit rate near 3.7%.
SMILES,eLon inh,PABP1 MLLE inh,FAS TE block,Rpn11 block,CSN deneddyl inh,MT1-MMP act inh,bovine MsrA act,Rin1-Abl PPI inh,MsrA inhibitor
COc1ccc2c(CC(=O)N3CCc4cc(OC)c(OC)cc4C3)coc2c1,2,-19,5,i,8,-1,1,2,-0.2
O=c1cc(Cl)nc2ccccn12,0,1,-7,i,0,-4,-4,-4,1.9
COC(=O)c1ccc(CNC(=O)C(Cc2ccccc2)NC(=O)c2ccccc2)cc1 (configuration not stated),0,-3,-2,i,-5,-3,0,-1,-1.4
C/C(=N\Nc1nc(C)cc(-c2ccccc2)n1)c1ccc(F)cc1,-3,-22,2,i,-1,4,-6,-2,-0.6
C=CCn1c(O)c2ccc(C(=O)N=NC(=O)COc3ccccc3F)cc2c1O,-8,6,-3,i,1,1,-2,1,0.8
O=S(=O)(NCc1ccccn1)c1cc(Cl)ccc1Cl,0,-5,0,i,4,-4,-5,-1,-1.1
CSc1nc(-c2ccccc2)ccc1C(N)=O,-5,-3,-2,i,1,10,-3,-6,0.2
COc1ccc(C(=O)OCC(=O)N2CCN(C(=O)c3ccco3)CC2)cc1OC,5,-20,-5,i,-1,0,-7,4,0.2
N#CCCC(CCC#N)C1=NCCc2ccccc21,-12,2,-3,i,-2,15,-2,-5,0.7
CC1CC(=O)Nc2ccccc2N1S(=O)(=O)c1ccc(Cl)cc1 (configuration not stated),-6,-13,-8,i,5,0,-2,4,-1.1
Cc1c(C(=O)NCCSCc2ccc(Cl)cc2Cl)cccc1[N+](=O)[O-],-6,-2,46,i,0,1,-2,-1,-0.9
Cc1ccc(NC(=O)CC2NCCN(Cc3ccccc3)C2=O)cc1 (configuration not stated),4,-11,1,i,-1,-3,-3,-2,0.1
O=Nc1c(O)n(Cc2ccccc2)c2ccccc12,4,5,-140,i,6,-4,-2,-1,0.8
CN(C)CCCNC(=O)c1ccc(=O)[nH]n1,1,-4,-8,i,-1,1,-3,1,-1.0
COc1ccc(C(=O)COC(=O)c2cnc(C)cn2)cc1OC,1,-22,-3,i,1,0,-6,-1,-0.3
CC(C)c1ccc(/C=N/N2CCN(c3ccccn3)CC2)cc1,4,20,15,i,3,9,-1,4,-0.7
COc1ccccc1CN1CC(C(=O)NCCCCc2ccccn2)CCC1=O (configuration not stated),3,4,-1,i,-2,2,2,-1,-1.2
CCN1CCN(CC2CC3C=CC2C3)CC1 (configuration not stated),-8,-1,-10,i,-1,4,1,-1,0.4
Cc1ccc(CN2CCN(Cc3cnc(C)[nH]3)CC2CCO)cc1 (configuration not stated),6,20,-4,i,-5,3,-5,0,-0.1
CCNC(=O)C1CCCN(C(=O)c2ccccc2OC(F)(F)F)CC1 (configuration not stated),-2,-13,-8,i,1,5,-3,4,-0.4
Cc1cc(C(=O)CSc2nnnn2-c2ccc(Cl)cc2)c(C)n1CC1CCCO1 (configuration not stated),-9,-94,-2,i,-1,3,-1,-1,-0.4
O=C(CSc1ccc2ccccc2n1)NCc1ccc2c(c1)OCO2,-7,-4,1,i,-2,-2,-2,-3,2.9
COc1cccc(OC)c1C(=O)NCc1ccco1,-8,-9,-10,i,-3,0,0,0,-0.2
O=C(Cn1cc([N+](=O)[O-])cn1)NCC1CCCO1 (configuration not stated),8,11,-13,i,-20,-1,-1,-4,0.1
CCc1ccc(C(=O)C(C)OC(=O)Cn2[nH]c(=O)c3ccccc3c2=O)cc1 (configuration not stated),-1,-19,3,i,-1,-1,-10,2,-1.0
# Additional entries.
SMILES,eLon inh,PABP1 MLLE inh,FAS TE block,Rpn11 block,CSN deneddyl inh,MT1-MMP act inh,bovine MsrA act,Rin1-Abl PPI inh,MsrA inhibitor
CC1Cc2c([nH]c(=O)n(-c3ccccc3)c2=O)O1 (configuration not stated),-12,0,-9,i,0,4,-3,3,0.1
COCCCn1c(Cc2csc(Nc3cccc(Cl)c3)n2)nnc1SCC(=O)OC1CCCCC1,0,4,2,i,7,1,2,-4,-0.2
O=C(Nc1nc2ccccc2s1)Nc1ccc(F)cc1F,7,-10,-6,i,1,1,2,-2,1.2
CC(C)Cc1cc(C(=O)Nc2c(F)cc(F)cc2Br)no1,5,11,4,i,2,-1,-2,-1,-1.1
CCOC(=O)C1=C(CC)Nc2ccccc2N=C1NC(=O)c1cc(C)on1,-9,-6,-4,i,-5,-2,1,2,-0.3
N#Cc1ccccc1S(=O)(=O)N1CCN(CC(O)CN2CCOCC2)CC1 (configuration not stated),2,9,-6,i,3,1,-1,3,0.7
CCC(=O)NNC(=S)NC(=O)c1ccc(C)cc1,-19,3,-14,i,-3,7,-7,4,1.0
CCC(C)N(NC(C)=O)c1nc(Cl)nc(NC(C)C)n1 (configuration not stated),-8,14,-1,i,-2,0,0,2,0.5
O=C(O)/C=C/c1cnc[nH]1,5,16,2,i,-1,-2,2,-1,-1.2
O=C(O)CNC(=O)CCn1nnc2ccccc2c1=O,0,0,-7,i,-1,1,-3,1,3.4
Cc1ccc(CNc2nc3cc(-c4ccccc4C)sc3c(=O)n2C)c(C)c1,3,-3,21,i,2,-6,-7,-3,0.1
Cc1csc(N(C(=O)c2ccccc2F)c2ccccc2)n1,4,-6,4,i,10,0,-1,1,0.8
COc1ccc([C@H]2CC(=O)C=C(c3ccc4c(c3)OCO4)C2)cc1OC,4,20,6,i,-4,-2,-9,1,1.2
Cc1ccc(C(=O)Cn2c(C(=O)O)cc3ccccc32)cc1,1,-8,-3,i,1,-1,-7,-3,-1.4
O=C(CSc1ncccn1)NN=C1CCCCCC1,-6,1,-8,i,-4,5,0,1,-1.5
O=c1cc(CN2CCC(Cc3ccccc3)CC2)nc2sccn12,-19,-11,-6,i,1,-5,-5,-3,0.1
Cc1cccc(NS(=O)(=O)c2ccc([N+](=O)[O-])cc2)n1,-10,-8,-1,i,4,-3,-4,5,0.5
COc1ccc(N(CC(=O)NC2CCCCCCC2)S(=O)(=O)c2c(C)nn(C)c2C)cc1,7,0,1,i,-1,-7,2,1,0.9
CCC(=O)N1CCN(c2ccc(NC(=O)c3ccc(C#N)cc3F)cc2Cl)CC1,3,-1,-5,i,2,4,-3,-3,1.5
Cc1c(C#N)c2ccccc2n1CC(=O)N1CCc2ccccc2C1,-3,-6,46,i,3,5,2,0,-0.9
COc1ccc(NC(=O)CSCC(=O)N2CCN(C(=O)c3ccco3)CC2)cc1,-11,20,-5,i,-2,1,1,-3,0.0
COc1ccc(-c2csc(N(CCCN3CCOCC3)C(=O)CCl)n2)cc1,5,19,-6,i,4,-1,0,2,1.4
CCOC(=O)NC(=O)CSc1nnc(C)s1,-4,14,-6,i,2,1,0,-1,1.7
Cc1ccc(CN2CCN(/N=C/c3sccc3C)CC2)c(C)c1,1,0,15,i,-3,-12,-4,-2,-0.7
O=C(NC1CCN(Cc2ccccc2)CC1)c1ccccc1NS(=O)(=O)c1ccc(F)c(F)c1,11,-5,12,i,-3,2,1,2,-1.1

# The list goes on; the last 7 above are carried over.
SMILES,eLon inh,PABP1 MLLE inh,FAS TE block,Rpn11 block,CSN deneddyl inh,MT1-MMP act inh,bovine MsrA act,Rin1-Abl PPI inh,MsrA inhibitor
CCC(=O)N1CCN(c2ccc(NC(=O)c3ccc(C#N)cc3F)cc2Cl)CC1,3,-1,-5,i,2,4,-3,-3,1.5
Cc1c(C#N)c2ccccc2n1CC(=O)N1CCc2ccccc2C1,-3,-6,46,i,3,5,2,0,-0.9
COc1ccc(NC(=O)CSCC(=O)N2CCN(C(=O)c3ccco3)CC2)cc1,-11,20,-5,i,-2,1,1,-3,0.0
COc1ccc(-c2csc(N(CCCN3CCOCC3)C(=O)CCl)n2)cc1,5,19,-6,i,4,-1,0,2,1.4
CCOC(=O)NC(=O)CSc1nnc(C)s1,-4,14,-6,i,2,1,0,-1,1.7
Cc1ccc(CN2CCN(/N=C/c3sccc3C)CC2)c(C)c1,1,0,15,i,-3,-12,-4,-2,-0.7
O=C(NC1CCN(Cc2ccccc2)CC1)c1ccccc1NS(=O)(=O)c1ccc(F)c(F)c1,11,-5,12,i,-3,2,1,2,-1.1
Cn1c(SCCc2ccc([N+](=O)[O-])cc2)nccc1=O,8,6,6,i,1,8,-6,0,1.1
CC1CCc2c(sc(NC(=O)c3ccc(Cn4cc(Br)cn4)o3)c2C(N)=O)C1 (configuration not stated),6,0,7,i,6,4,-4,4,0.6
CSc1nnc(SCc2nc3sc(C(=O)O)c(C)c3c(=O)[nH]2)s1,-52,-33,-12,i,20,-29,-8,-2,0.0
COc1ccc(CC(=O)OCC(=O)NCc2ccco2)cc1,-5,17,-6,i,4,4,-11,0,1.3
CN(C)c1ccc(C(c2nnnn2C(C)(C)C)N2CCN(C(=O)c3ccco3)CC2)cc1 (configuration not stated),-8,6,2,i,1,7,-4,-2,1.3
Cc1cc(C([O-])=C(C(=S)Nc2ccccc2)[n+]2ccccc2)c(C)n1-c1ccccc1,-4,-10,-6,i,1,-4,-10,1,1.0
CO/N=C(\c1nonc1N)N1CCN(c2ccc(Cl)cc2[N+](=O)[O-])CC1,0,-11,20,i,2,9,-3,3,1.2
COc1cccc(CNC(=O)CCC2CCCN(C(=O)c3csc(C(C)C)n3)C2)c1 (configuration not stated),15,-10,-8,i,7,1,-2,2,1.6
COc1cc(N=C2C(=O)N3CCCc4cccc2c43)cc(OC)c1,-18,-6,-7,i,-8,4,-4,-7,-0.6
CC(Sc1nc(C(C)(C)C)cc(-c2ccccc2)c1C#N)C(=O)Nc1ccccc1 (configuration not stated),4,17,18,i,-15,-6,-2,-1,-1.1
O=S(=O)(c1ccc(-c2ccccc2)cc1)N1CCCCC1,3,8,30,i,3,4,-2,-4,-0.1
O=C1C2C3CCC(O3)C2C(=O)N1c1nccs1 (configuration not stated),-6,8,-8,i,-2,5,-2,-1,0.0
N/C(=N\OC(=O)c1cccc(Br)c1)c1ccc(Br)cc1,0,-4,8,i,-1,3,0,0,0.0
CC(=O)c1c(C)[nH]c(C(=O)OCCCCN2C(=O)c3ccccc3C2=O)c1C,6,-9,2,i,0,1,-1,1,-0.9
CCN(C(=O)CN1C(=O)NC(c2ccccc2)(c2ccc(C)c(C)c2)C1=O)C1CCS(=O)(=O)C1 (configuration not stated),15,11,4,i,7,2,-7,2,0.8
COC(=O)c1ccc(/C=N/NC(=S)NCCN2CCOCC2)cc1,0,-6,0,i,-2,2,-16,-2,2.8
CCOC(=O)CSC1=C(C#N)C(c2ccc3c(c2)OCO3)CC(=O)N1 (configuration not stated),1,-23,-5,i,-5,-5,-4,-3,1.5
CC(C)N(C(=O)CSc1nnc(NC(=O)Cc2cccs2)s1)C(C)C,3,-3,-12,i,0,-1,-5,-1,-0.4
O=C(COc1ccc(Cl)cc1)Nc1nc(-c2ccc(S(=O)(=O)N3CCOCC3)cc2)cs1,8,2,63*,i,6,5,-2,-3,-0.7
O=C(COC(=O)CSc1ccc([N+](=O)[O-])cc1)NCC1CCCO1 (configuration not stated),-4,10,-1,i,-5,-4,-4,3,2.4

# Source: PubChem (several laboratories)
